# Screens as filed in PubChem BioAssay.
# NOD2-RIPK2 inh – inhibitors of human NOD2-RIPK2 interaction; O43353; CHO BLA complementation NOD2-RIPK2, CCF4 ratio; inhibition, % at 4.98 µM; 360,000 tested, 0.38% active; in the data active = inhibition above about 21%;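 note: 0% = vehicle only and 100% = reference blocker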
# Target sequence (O43353 whole entry, looked up): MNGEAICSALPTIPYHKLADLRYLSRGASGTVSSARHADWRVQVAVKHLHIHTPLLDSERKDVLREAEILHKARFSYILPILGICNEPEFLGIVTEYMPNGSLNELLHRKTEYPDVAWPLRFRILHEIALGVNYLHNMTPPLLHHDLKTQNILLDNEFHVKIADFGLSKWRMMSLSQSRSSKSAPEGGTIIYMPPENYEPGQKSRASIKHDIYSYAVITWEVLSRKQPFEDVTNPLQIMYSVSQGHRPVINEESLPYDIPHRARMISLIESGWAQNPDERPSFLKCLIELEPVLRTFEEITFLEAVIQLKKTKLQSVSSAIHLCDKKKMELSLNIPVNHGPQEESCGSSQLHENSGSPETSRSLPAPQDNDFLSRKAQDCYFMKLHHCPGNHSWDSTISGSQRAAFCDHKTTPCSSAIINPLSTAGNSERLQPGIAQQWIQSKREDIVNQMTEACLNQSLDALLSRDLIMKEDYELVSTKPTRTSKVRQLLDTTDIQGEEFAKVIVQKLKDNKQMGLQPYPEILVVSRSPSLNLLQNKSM
# SRC3 inh – inhibits human SRC3 coactivator; 360,000 tested, 0.17% active; AID 588352; Q9Y6Q9; HEK293 GAL4-SRC3 luciferase reporter, luminescence; inhibition, % at 3.6 µM;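 active = inhibition above a per-campaign cutoff, the mean of all compounds plus 3 SD, cut at about 60% in these data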;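 note: 0% = DMSO-treated cells and 100% = gossypol-treated cells at 36 µM; higher means less SRC3-driven luciferase light from the GAL4 reporter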
# ABHD5-PLIN5 inh – blocks binding of human ABHD5 to perilipin-5; AID 602281; Q00G26+Q8WTS1; Split G. princeps luciferase complementation, luminescence, 4 h; inhibition, % at 4 µM; 360,000 tested, 0.78% active;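 active = inhibition above the mean inhibition across every tested compound plus 3 SD, cut at about 22% in these data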;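 note: 0% = DMSO only wells and the 100% control is not disclosed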
# COUP-TFII inh – blocks human COUP-TFII nuclear receptor; HEK293T NGFI-A luciferase reporter, luminescence; P24468; AID 686940; 370,000 tested, 0.7% active; inhibition, % at 8.6 µM;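 active = inhibition above a per-plate cutoff, mean inhibition of test wells between control levels plus 3 SD, cut at about 38% in these data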;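 note: cells cotransfected with COUP-TFII expression vector driving the NGFI-A reporter; 0% = median of COUP-TF2 test wells and 100% = reporter-only cells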
# Target sequence (P24468 whole entry, looked up): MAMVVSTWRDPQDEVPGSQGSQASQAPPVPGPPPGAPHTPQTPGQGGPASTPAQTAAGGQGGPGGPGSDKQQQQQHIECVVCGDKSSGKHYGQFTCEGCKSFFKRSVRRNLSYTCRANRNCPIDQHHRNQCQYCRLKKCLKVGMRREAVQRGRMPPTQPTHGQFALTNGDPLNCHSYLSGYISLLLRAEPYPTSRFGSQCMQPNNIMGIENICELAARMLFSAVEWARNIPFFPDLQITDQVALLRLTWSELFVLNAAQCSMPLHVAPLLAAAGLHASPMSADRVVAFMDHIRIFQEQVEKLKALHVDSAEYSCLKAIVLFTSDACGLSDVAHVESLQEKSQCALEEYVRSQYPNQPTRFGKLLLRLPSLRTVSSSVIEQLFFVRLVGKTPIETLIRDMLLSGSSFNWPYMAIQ
# SRC1 inh – inhibits human SRC1 coactivator; inhibition, % at 3.6 µM; AID 588354; Q15788; 360,000 tested, 0.12% active; HEK293 GAL4-SRC1 luciferase reporter, luminescence;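 active = inhibition above the campaign mean plus 3 SD, with each screening campaign given its own cutoff, cut at about 60% in these data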;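 note: 0% = DMSO treated cells and 100% = gossypol at 36 µM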
# TWEAK Fn14 block – blocks TWEAK-Fn14 interaction in a reporter cell assay; TWEAK-stimulated Fn14 reporter cells, luciferase luminescence, 8 h; inhibition, % at 10 µM; 360,000 tested, 2% active; AID 1159606; in the data active = inhibition above about 50%
# LRH-1 inv ag – suppresses constitutive activity of human LRH-1 | O00482 | HEK293T StAR-luciferase reporter, LRH-1 transfected, 24 h | inhibition, % at 3.6 µM | 360,000 tested, 0.13% active;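 active = inhibition above the mean inhibition of all tested compounds plus 3 SD, cut at about 73% in these data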;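 note: 0% = DMSO wells and 100% = reporter-only cells lacking LRH-1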
# TROY signal inh – TROY signaling inhibition; Q293 LMP1-TROYcd NF-kB luciferase reporter, 4 h; inhibition, % at 10 µM; 360,000 tested, 0.98% active; AID 1347056;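 active = compounds whose plate-normalised and pattern-corrected inhibition of the luciferase reporter signal at the single screening dose is 50% or more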
# NCOA2 inhibitor – human SRC2 (NCOA2) inhibition; HEK293 GAL4-SRC2 luciferase reporter, luminescence; inhibition, % at 9 µM; 370,000 tested, 0.17% active;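 active = inhibition above the mean inhibition of all tested compounds plus 3 SD, set per campaign, cut at about 52% in these data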;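 note: 0% = DMSO treated cells and 100% = cells given Gossypol at 36 µM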
# Exocytosis inh – blocks lytic granule exocytosis | TALL-104 LAMP-1 surface exposure, flow cytometry; cells stimulated with thapsigargin and PMA | inhibition, % at 10 µM | 360,000 tested, 0.66% active | AID 651702;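 active = inhibition above about 55%, limit read from the data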
# TLR9-MyD88 block – blocks human TLR9 binding to MyD88; Q9NR96+Q99836; CHO BLA complementation TLR9-MyD88, CCF4 FRET ratio; inhibition, % at 4.98 µM; 340,000 tested, 0.21% active; AID 504734;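 active = inhibition above the mean over all tested compounds plus 3 SD, cut at about 21% in these data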;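 note: 0% = DMSO only wells and 100% = clavulanate BLA inhibitor control wells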
# An asterisk follows results filed as active; nt = not tested or not shown.
SMILES,NOD2-RIPK2 inh,SRC3 inh,ABHD5-PLIN5 inh,COUP-TFII inh,SRC1 inh,TWEAK Fn14 block,LRH-1 inv ag,TROY signal inh,NCOA2 inhibitor,Exocytosis inh,TLR9-MyD88 block
O=C(CNc1cccc(C(F)(F)F)c1)N/N=C/c1ccccc1C(=O)O,-5,7,3,1,-17,-2,-7,11,11,0,-3
CC[C@@]1(C(=O)OC)N[C@H](CN(C)S(=O)(=O)c2ccc(OC)cc2)[C@@H]2C(=O)N(C)C(=O)[C@@H]21,10,-2,2,1,-4,6,-16,-1,15,2,5
C/C(=N\NC(=O)C(=O)Nc1cc(Cl)ccc1Cl)c1ccncc1,11,0,2,-4,2,-10,-9,5,3,-7,5
Cc1csc(SCC(=O)Nc2cccc(S(=O)(=O)N3CCCC3)c2)n1,8,17,0,-7,1,-6,8,3,-13,0,-22
Cc1cc(=O)[nH]c(SCC(=O)N2CCCc3ccccc32)n1,2,9,-4,9,-18,-3,-17,22,2,-2,-17
c1ccc(N2CCN(c3nc4cc5c(cc4s3)OCO5)CC2)cc1,-2,-51,-9,-37,-111,17,-68,-20,-62,2,9
CC(NCC(=O)Nc1ccccc1C(=O)NC1CC1)c1cccs1 (stereo not given),-5,7,-4,6,6,1,7,16,6,-1,-3
O=C(NC1(C(=O)NC2CCCCC2)CCCCC1)c1ccccn1,-4,8,8,-21,-10,-14,4,6,3,-2,-9
C=CCNC(=S)N1CCN(C2CCCCC2)CC1,2,6,-2,-6,-8,7,-11,-12,6,-5,14
Cc1cc(C)c(OCCOCCN(C)C)c(Br)c1,-5,4,-2,5,-4,-21,-3,9,-27,-5,-2
CCC/C(O)=C1\C(=O)CC(c2ccccc2)CC1=NC (stereo not given),-6,10,-4,13,11,0,-6,0,6,0,-3
COc1cccc(/C=N/Nc2nc(C)cc(=O)[nH]2)c1OC,-3,-28,-6,-29,-18,-6,-19,-29,-34,-3,-2
COCCNC(=O)C[C@H]1C[C@H]2c3cc(NS(=O)(=O)c4ccc(F)cc4)ccc3O[C@H]2[C@H](CO)O1,-3,14,0,0,1,3,9,0,0,-3,-2
C/C(=N\NC(=O)COc1ccccc1[N+](=O)[O-])c1cccc(NC(=O)c2ccncc2)c1,-9,-6,4,1,0,-3,-10,4,-12,5,-16
Cc1ccc2cc(S(=O)(=O)NCCCN3CCOCC3)ccc2c1,4,-16,0,2,-28,11,12,14,0,-1,-2
CCCn1nnnc1SCC(=O)Nc1cccc(NC(=O)c2ccco2)c1,-6,7,2,7,-4,-3,22,6,6,4,-9
CC(CNC(=O)CN1C(=O)COc2ccc(S(=O)(=O)N3CCCCC3)cc21)c1ccccc1 (stereo not given),4,-10,8,-7,-20,-7,4,-9,-11,0,-13
CSc1ccc(S(=O)(=O)N(CC(=O)NCc2ccccn2)c2ccc(C)cc2)cc1,-4,-8,-1,0,-5,40,4,8,10,-5,4
Cc1ccsc1C(=O)OCC(=O)Nc1c(C)n(C)n(-c2ccccc2)c1=O,-6,20,-5,18,1,10,17,-4,0,-1,4
Cc1onc(-c2ccccc2)c1C(=O)OCc1nnc(-c2ccc([N+](=O)[O-])cc2)o1,-11,6,6,-6,2,-8,-4,20,8,5,0
COC(=O)c1c(-c2ccccc2)csc1NC(=O)c1ccco1,-1,-70,3,-39,-80,-29,-60,-69,-38,4,3
Cc1ccccc1OCCn1c(=O)oc2ccccc21,2,10,-8,-11,13,4,10,nt,-1,45,7
CCCN(CCC)C(=O)CCS(=O)(=O)c1cccc2nsnc12,0,20,-1,-6,0,0,12,6,-14,-1,0
CN1CCN(c2ncc(CN3C(=O)c4ccccc4C3=O)s2)CC1,-8,24,-3,-7,7,4,-5,14,-32,-3,-2
COc1ccc(C)cc1NC(=O)C1CCCN1S(=O)(=O)c1ccccc1F (stereo not given),-1,-6,0,-5,-48,-8,3,25,23,11,-3
S=C1NCN(C2CCCCC2)CN1Cc1ccccc1,-12,9,4,-4,9,8,4,-1,5,-3,-3
COc1ccc(-c2nc(CS(=O)CC(=O)N3CCN(C)CC3)c(C)o2)cc1OC (stereo not given),3,-2,-11,-9,-50,-8,14,0,-3,-1,0
Cc1[nH]c(=O)nc2c1CCC2,2,8,-4,-4,2,6,-11,0,-20,-2,-6
Cc1ccc(-n2c(=O)cc(N3CCN(C(=O)c4ccco4)CC3)[nH]c2=O)cc1,-2,-24,37*,-46,6,6,-22,6,-82,-8,-8
CCOC(=O)C(=CNc1cccc(N)n1)C(=O)OCC,-2,-16,2,-3,-14,2,8,5,-7,0,-1
O=C(CCS(=O)(=O)Cc1ccccc1F)N1CCc2ccccc2C1,-1,-8,2,-10,3,0,6,-2,1,28,1
Cc1cc(C)nc(N2CCC(CNC(=O)CCc3ccccc3)CC2)n1,-3,5,9,-2,5,-5,2,6,-17,1,1
COc1ccc(-n2nc3c(c2NC(=O)CCCCl)CSC3)cc1,-6,-6,-9,-18,-39,-26,-19,-27,0,-16,-6
COc1ccccc1OCc1nnc(SCC(=O)Nc2ccc(N3CCOCC3)cc2)n1C,3,13,2,18,13,4,52,-6,-14,-1,4
COCCNc1nnc(Cc2ccc(Cl)cc2)c(=O)[nH]1,0,5,1,-8,13,-4,-8,-22,-12,1,8
Cc1cccc(OCC(=O)Nc2ncn[nH]2)c1C,4,-10,-4,-5,-31,-27,-32,-15,-9,-3,5
Cc1cccc(C)c1OCCNC(=O)c1ccc2ccccc2n1,-1,10,10,-23,11,-21,8,12,16,5,-1
COC(=O)Cc1c(C)nc2nc(-c3ccc(C)cc3)[nH]n2c1=O,0,-3,-7,8,-10,-12,5,-21,-11,0,5
COc1cc([N+](=O)[O-])ccc1-c1ccc(/C=C2\C(=O)ON=C2c2ccccc2)o1,6,15,6,5,4,68*,4,-2,-28,46,-1
N#Cc1cnn(Cc2ccccc2)c1/N=C/N1CCOCC1,-5,4,-1,6,-3,5,-17,15,-13,-2,-3
Cc1ccc(S(=O)(=O)/N=C(/Nc2cccc(O)c2)c2ccccc2)cc1,2,-13,15,0,6,1,15,5,24,-7,-6
COc1ccc(OC)c(C2/C(=C(/O)c3ccccc3)C(=O)C(=O)N2Cc2ccco2)c1 (stereo not given),-6,-1,5,5,-5,-17,3,-1,-23,-1,-1
Cc1ccc(OCC(=O)c2ccc3c(c2)CCCC3)cc1C,-9,-57,2,-19,-38,14,-22,-54,-29,-7,-15
Cc1cc(NC(=O)CSc2nnc(-c3ccncc3)n2N)ccc1Br,-2,11,-6,-4,-34,2,2,12,1,-7,3
Cc1nn2c(-n3ccnc3)c3c(nc2c1-c1ccccc1)CCC3,-1,6,-4,-3,-9,-12,8,-15,-9,2,2
Cc1ccc(NC(=O)CN2C(=O)C(=O)N(C3CCCC3)C2=O)c(Cl)c1,-8,-19,14,-6,-1,-1,28,9,-1,-2,-1
Cc1ccc(CN2CCN(Cc3cnc(C)s3)CC2CCO)cc1 (stereo not given),10,17,-8,-25,-20,2,-3,9,-2,2,7
CCC(C)c1c(O)nc(SCc2ccccc2)[nH]c1=O (stereo not given),-2,10,-1,-3,-9,-18,19,-11,-13,-2,1
CN1CCCN(C(=O)c2cc3c(s2)CCCC3)CC1,-11,3,3,-13,17,19,13,-4,-16,-4,0
O=C(N/N=C/c1ccc(O)cc1O)c1ccncc1,0,11,1,-3,3,-14,-14,-4,-21,12,1
O=C(Nc1ccccc1N1CCN(C(=O)c2ccccc2)CC1)c1ccc2c(c1)OCO2,11,18,5,12,10,3,9,11,-1,-1,-9
Cc1noc(NS(=O)(=O)c2ccc(N/C=C\C(=O)c3ccccc3)cc2)c1C,-2,-20,-1,-29,-24,17,-46,-8,-69,-2,3
CCCCc1ccc(NC(=S)N2CCC(O)CC2)cc1,-12,-38,-2,-9,-11,-19,-21,-29,-18,0,7
COc1cccc(CNC(=O)CCC2CCCN(C(=O)CCC(F)(F)F)C2)c1 (stereo not given),-9,27,-7,5,16,8,1,-3,-10,-1,-6
O=C1c2ccccc2C(Nc2ccccc2)N1c1cccnc1 (stereo not given),12,-19,-13,0,-8,-5,-8,11,-20,13,-6
CCOC(=O)C1(Cc2ccccc2C(F)(F)F)CCN(Cc2ccon2)CC1,8,11,11,10,14,-7,6,7,6,-1,-1
CC(C)Oc1ccccc1C1NC(=O)CCC1[N+](=O)[O-] (stereo not given),-9,4,12,0,0,19,11,-17,-13,5,-10
Cc1sc2ncnc(N3CCC(C(=O)NNC(=O)c4ccc(Cl)cc4)CC3)c2c1C,-1,-2,-9,24,-7,41,0,48,26,1,-6
COc1ccc(-c2oc3ccccc3c(=O)c2OC(C)=O)cc1,2,-21,7,3,-23,20,-55,-10,-7,5,3
CCN(CCn1cccn1)Cc1nc(-c2ccccc2)no1,1,18,6,-23,-16,-18,2,-25,-34,0,-2

# Complete entries from above:
# `COCCNc1nnc(Cc2ccc(Cl)cc2)c(=O)[nH]1` in the list: NOD2-RIPK2 inh = 0; SRC3 inh = 5; ABHD5-PLIN5 inh = 1; COUP-TFII inh = -8; SRC1 inh = 13; TWEAK Fn14 block = -4; LRH-1 inv ag = -8; TROY signal inh = -22; NCOA2 inhibitor = -12; Exocytosis inh = 1; TLR9-MyD88 block = 8
# `Cc1csc(SCC(=O)Nc2cccc(S(=O)(=O)N3CCCC3)c2)n1` in the list: NOD2-RIPK2 inh = 8; SRC3 inh = 17; ABHD5-PLIN5 inh = 0; COUP-TFII inh = -7; SRC1 inh = 1; TWEAK Fn14 block = -6; LRH-1 inv ag = 8; TROY signal inh = 3; NCOA2 inhibitor = -13; Exocytosis inh = 0; TLR9-MyD88 block = -22

# Next part.
SMILES,NOD2-RIPK2 inh,SRC3 inh,ABHD5-PLIN5 inh,COUP-TFII inh,SRC1 inh,TWEAK Fn14 block,LRH-1 inv ag,TROY signal inh,NCOA2 inhibitor,Exocytosis inh,TLR9-MyD88 block
CC1CCN(C(=O)COC(=O)CSc2ccc(C(N)=O)cc2[N+](=O)[O-])CC1,-32,13,7,-5,3,10,-3,-15,2,7,0
CCCn1c2ccccc2c2cnn(CC(=O)NCCOC)c(=O)c21,4,-12,2,2,-15,28,-15,1,-4,-4,-2
Cc1noc(NS(=O)(=O)c2ccc(NS(=O)(=O)c3ccc(C(C)(C)C)cc3)cc2)c1C,-10,5,-11,-16,2,-7,-2,-11,-15,29,-10
COc1cc(C(C(=O)NC2CCCCC2)N(Cc2cccs2)C(=O)Cc2c[nH]c3ccccc23)cc(OC)c1OC (stereo not given),4,-8,-6,13,10,27,20,3,11,1,-12
CCCSc1nc(=S)n(Cc2ccccc2)c(C)c1C(C)=O,1,8,-1,12,-38,1,-8,1,-8,6,3
COc1cc(OC)cc(C(=O)OCC(=O)Nc2nnc(-c3ccccc3)o2)c1,-3,2,1,11,-3,-1,-2,-6,-10,4,8
FC(F)(F)c1ccc(-c2nc(=S)[nH][nH]2)cc1,0,10,-5,-16,-5,-1,-13,-20,-26,-4,-14
CCOc1ccc(C(=O)Nc2c3c(nn2C(C)(C)C)CSC3)cc1OCC,-13,-11,-4,12,3,2,5,1,15,-4,-15
O=C(CSc1nccc(=O)[nH]1)Nc1ccc2c(c1)OCCO2,0,-57,-5,-19,-49,-9,-42,-98,-54,-1,-6

# These rows are one share of the data (hit frequency here may not be typical).
